Dengue-2 NS5 capping: Dengue-2 NS5 methyltransferase inhibitors, primary screen, biochemical, confirmation dose response (AID 588689). Genome polyprotein (Dengue virus type 2 (strain 16681-PDK53)). Dengue-2 NS5 methyltransferase capping enzyme assay, biochemical; higher % means a stronger effect. inhibition, % at 25 µM; hits with a dose series show IC50 in µM. actives 0.3% (n = 340,000); in the data active = a potency from the dose series; inconclusive = inhibition above about 29% without an active follow-up result
Large T inhibition: SV40 large T antigen inhibitors, biochemical (AID 1903); SV40 large T antigen ATPase/helicase inhibition assay; higher % means a stronger effect; inhibition, % at 20 µM; hits with a dose series show IC50 in µM; actives 0.39% (n = 310,000); in the data active = a potency from the dose series; inconclusive = inhibition mostly from about 32% at the one dose, without a potency; inactive = the rest, 99 in 100 with inhibition below about 32%; note: strong numbers were not always called active
XIAP antagonists: XIAP antagonists, biochemical, IAP family, fluorescence polarization (AID 1018); E3 ubiquitin-protein ligase XIAP (Homo sapiens); actives 0.007% (n = 200,000); displacement, % at 20 µM; hits with a dose series show IC50 in µM; XIAP BIR domain, fluorescence polarization peptide displacement; higher % means a stronger effect; in the data active = displacement above about 50%; note: a part of the inactive calls stands beside numbers as strong as those of hits
UTI89 phage lysis: inhibition of K1F phage lysis, E. coli UTI89, bacterial capsule biogenesis inhibitors, alamar blue (AID 488966) | E. coli UTI89 K1F phage lysis, alamar blue, 2 h; higher % means a stronger effect | one-dose inhibition, % at 100 µM; IC50 in µM for titrated hits | actives 0.02% (n = 340,000);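 active = phage lysis inhibition, versus mean bacterial control, above a set limit; inconclusive = no clear call, values can overlap the other calls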;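 note: capsule biogenesis inhibitors block K1F phage lysis so surviving cells raise fluorescence; higher fluorescence means more inhibition of phage lysis; actives were called in the ten point dose series up to 300 µM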
WT yeast gro inh: growth inhibition of WT strain, primary screen, mitochondrial fusion inhibitor project, WT and mutant strains, chemical genetic; mitochondrial fusion phenotypic screen; inhibition, % at 10 µM; actives 2.1% (n = 190,000); AID 1362, 2008; in the data active = inhibition above about 58%; tested in S. cerevisiae
CSM14.1 death rescue: rescue of cells from ER stress-induced death, primary screen, 384-well, CSM14.1, thapsigargin, ATP luminescence (AID 1222). cellular ATP content (survival), % at 20 µM, or EC50 in µM where a hit was titrated. 190,000 tested, under 10 active. CSM14.1 thapsigargin-induced death rescue, ATP luminescence; higher % means a stronger effect;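 active = EC50 below 50 µM in the dose-response confirmation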;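 note: death triggered by thapsigargin at about 15 µM added after 2 h compound pretreatment; cell ATP read after overnight thapsigargin exposure of roughly 18 to 22 hours; normalized against plate controls of thapsigargin alone and 5% DMSO vehicle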
Yfh1-off respiration: enhancers of respiration in Yfh1-depleted yeast, dose response, Friedreich's ataxia, plus single-dose screen (AID 1465); S. cerevisiae Yfh1-off respiration, WST-1 reduction, 72 h; higher fold induction means a stronger effect; fold induction at 50 µM, or EC50 in µM where a hit was titrated; actives 0.074% (n = 220,000);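 active = fold induction of absorbance versus untreated yeast above a set limit, then at least 30% activation at any dose in follow-up; inconclusive = repeats straddling the limit, or above it without dose testing; inactive = fold induction below the set limit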;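 note: activators that raise dye reduction in frataxin-depleted yeast; strong numbers were not always called active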
West Nile antiviral: West Nile virus antiviral activity, cell-based, CPE readout (AID 1621). West Nile virus-infected cells, CPE inhibition; higher % means a stronger effect. CPE inhibition, % at 10 µM; hits with a dose series show IC50 in µM. actives 0.02% (n = 290,000); in the data active = a potency from the dose series; inconclusive = CPE inhibition mostly from about 3.7% at the one dose, without a potency; inactive = the rest, 99 in 100 with CPE inhibition below about 2.2%; note: strong numbers were not always called active
RSV CPE inhibition: RSV antiviral activity via CPE protection, HEp-2 cells, primary 10 µM value included (AID 2391) | HEp-2 cells, RSV-induced CPE inhibition; higher % means a stronger effect | CPE inhibition, % at 10 µM, or IC50 in µM where a hit was titrated | actives 0.13% (n = 310,000); in the data active = a potency from the dose series; inconclusive = CPE inhibition mostly from about 23% at the one dose, without a potency; inactive = the rest, 99 in 100 with CPE inhibition below about 21%; note: strong numbers were not always called active
WT yeast gro inh mutant strain: also measured in WT yeast gro inh; calls as there; inhibition, %; mitochondrial fusion phenotypic screen, mutant strain inhibition
Dengue-2 NS5 capping pilot replicate: also measured in Dengue-2 NS5 capping; calls as there; inhibition, %; measured here: pilot screen replicate inhibition
* marks the source's active call; other numbers are inactive results; i = inactive; ? = inconclusive; . = no result given; [ ] = another dose, or the depositor's remark.

SMILES	Dengue-2 NS5 capping	Large T inhibition	XIAP antagonists	UTI89 phage lysis	WT yeast gro inh	WT yeast gro inh mutant strain	CSM14.1 death rescue	Yfh1-off respiration	West Nile antiviral	RSV CPE inhibition	others
Cc1nn(-c2ccccc2)c(C)c1-c1nnc(C(F)(F)F)o1	-6%	22%	.	-0.1%	.	.	.	.	0.5%	0.1%
OC(CN1CCN(c2ccc(F)cc2)CC1)c1ccc(Cl)cc1 (stereo not drawn)	-2%	27%	.	0.0%	.	.	.	.	-1.1%	0.6%
Cc1ccc(S(=O)(=O)N(C)c2ccc(OCC(=O)OCC(=O)N(CC#N)c3ccccc3)cc2)cc1	-6%	15%	.	0.8%[50 µM]	.	.	.	.	.	-1.5%
OC1c2cc(Br)ccc2N=C2CCCN21 (stereo not drawn)	-13%	6%	.	0.3%[50 µM]	.	.	.	.	?	-0.4%
CC(=O)Nc1cc[n+](CC(=O)c2ccc(Cl)cc2)cc1	.	13%	.	.	.	.	.	i	0.0%	-0.6%
CCCc1nc(NCCCOCC)c2nnn(Cc3ccccc3)c2n1	-4%	7%	.	0.6%	.	.	.	.	-1.3%	0.0%
COc1cccc([C@@H]2Oc3ccc(OC)cc3C(=O)[C@H]2O)c1	-2%	5%	-6.5%	0.8%	2	-11	-6.7%	i	1.8%	0.0%
CC(=O)Nc1ccc(Nc2ncc([N+](=O)[O-])c(Nc3ccc(NC(C)=O)cc3)n2)cc1	-1%	14%	-4.5%	7.4%	-4	-28	0.9%	.	.	-1.2%
COc1cc2nc(NC(=O)c3ccc(Cl)cc3)[nH]c(=O)c2cc1OC	-2%	20%	-5.2%	-0.9%	-21	-12	-1.2%	i	1.6%	1.9%
CCCC[n+]1c(-c2ccc(Cl)cc2Cl)csc1Nc1ccccc1	-5%	12%	-1.9%	0.8%	68*	-1.6*	-2.3%	i	-0.6%	13%
O=C(NC(=S)NC1CCS(=O)(=O)C1)c1cccc([N+](=O)[O-])c1 (stereo not drawn)	3%	28%	.	0.1%	.	.	.	.	-0.1%	1.1%
O=C(NCc1ccc2c(c1)OCO2)c1c[nH]c2ccc(S(=O)(=O)N3CCOCC3)cc2c1=O	0%	-3%	-5.4%	-1.1%	-5	-2	-1.2%	i	-0.2%	0.7%
CC1CCCN(c2nc(NCc3ccco3)nc(N)c2[N+](=O)[O-])C1 (stereo not drawn)	5%	5%	-12%	1.8%	1	-11	2.3%	i	-1.2%	8.0%
COc1cc2c(ccc3cc(OC)c(OC)c(O)c32)cc1O	-6%	9.7µM*	.	5.5%	.	.	.	i	1.0%	.
O=S(=O)(/N=C(/Nc1ccc(F)cc1F)c1ccccc1)c1ccc(Br)cc1	.	2%	-2.9%	.	-9	-13	-1.0%	i	-1.3%	1.6%
OCC[C@H]1C[C@@H](O)[C@H](O)[C@@]2(Cc3ccccc3CO2)O1	-2%	8%	.	0.4%	.	.	.	.	.	2.5%
CC(=O)c1cccc(NC(=O)CN(c2ccc(C)cc2)S(=O)(=O)c2cccc3nonc23)c1	4%	5%	-2.2%	5.8%	3	8	-1.6%	.	.	2.5%
CC(C)(C)C(=O)OCc1nc(-c2ccc(F)cc2)cs1	-8%	3%	.	-0.3%	.	.	.	i	-0.1%	1.9%
Cc1ccc2[nH]c3c(c2c1)CN(C(=O)CN1CC(C)OC(C)C1)CC3 (stereo not drawn)	4%	9%	-8.3%	0.3%	10	13	-1.7%	i	0.3%	2.3%
Nc1c(-c2ccccc2)cnn1-c1ccc(C(=O)O)cc1	3%	25%	-16%	5.6%	14	8	-1.6%	i	1.2%	0.7%

Next part, overlapping the part above by 5 compounds.
SMILES	Dengue-2 NS5 capping	Large T inhibition	XIAP antagonists	UTI89 phage lysis	WT yeast gro inh	WT yeast gro inh mutant strain	CSM14.1 death rescue	Yfh1-off respiration	West Nile antiviral	RSV CPE inhibition	others
OCC[C@H]1C[C@@H](O)[C@H](O)[C@@]2(Cc3ccccc3CO2)O1	-2%	8%	.	0.4%	.	.	.	.	.	2.5%
CC(=O)c1cccc(NC(=O)CN(c2ccc(C)cc2)S(=O)(=O)c2cccc3nonc23)c1	4%	5%	-2.2%	5.8%	3	8	-1.6%	.	.	2.5%
CC(C)(C)C(=O)OCc1nc(-c2ccc(F)cc2)cs1	-8%	3%	.	-0.3%	.	.	.	i	-0.1%	1.9%
Cc1ccc2[nH]c3c(c2c1)CN(C(=O)CN1CC(C)OC(C)C1)CC3 (stereo not drawn)	4%	9%	-8.3%	0.3%	10	13	-1.7%	i	0.3%	2.3%
Nc1c(-c2ccccc2)cnn1-c1ccc(C(=O)O)cc1	3%	25%	-16%	5.6%	14	8	-1.6%	i	1.2%	0.7%
c1ccc(CNc2nc3ccccc3n3cnnc23)cc1	-5%	9%	-2.6%	-0.5%	-15	-7	-0.6%	i	0.8%	0.7%
COc1cc(NC(=O)COc2cc(O)c3c(c2)OC(C)(C)CC3=O)cc(OC)c1OC	-5%	24%	.	0.0%	.	.	.	.	-0.1%	0.2%
COc1cc(C(=O)Nc2nnc(SC)s2)c([N+](=O)[O-])cc1OC	1%	4%	-2.1%	3.7%	0	-1	.	i	0.0%	0.2%
COc1ccc(CCC(N)=O)cc1OC	-5%	-21%	-1.2%	0.6%	1	-33	-2.9%	i	-0.2%	1.2%
O=C(COC(=O)c1ccccc1Cl)Nc1nccs1	0%	2%	-0.1%	0.7%	-3	-1	-0.5%	i	-0.2%	0.3%
COc1ccccc1NS(=O)(=O)c1cc(NC(=O)c2cccs2)ccc1N1CCCCC1	-5%	14%	-6.7%	-1.6%	0	1	0.7%	i	-1.8%	?
Cc1csc(CNC(=O)c2ccc(OC3CCN(CCc4ccccc4)CC3)cc2)n1	-6%	10%	.	0.0%	.	.	.	.	0.4%	0.1%
Nc1c(C(=O)Nc2ccc3c(c2)OCCO3)nnn1Cc1cccc(F)c1	-4%	9%	.	1.2%[50 µM]	.	.	.	.	.	2.5%
CCOc1ccc2c(c1)/C(=C(\C(Cl)=C(Cl)Cl)[N+](=O)[O-])N2	15%	4%	-6.1%	0.2%	-4	-1	2.3%	i	-0.4%	-1.0%
O=C(CNC(=O)c1ccccc1)OC(C(=O)c1ccccc1)c1ccccc1 (stereo not drawn)	2%	3%	-0.2%	-0.2%	2	-3	-3.0%	i	-0.3%	-0.2%
CC1(C)CCCC2=C1CC1C(=O)N(c3ccccc3)C(=O)C1C2 (stereo not drawn)	-4%	15%	1.6%	0.1%	6	-2	1.0%	i	0.3%	5.1%
COc1ccc(/C(C#N)=C/c2cccnc2)cc1	-3%	.	.	-0.2%	.	.	.	i	0.0%	.
Cc1cccc(NC(=O)CC2Nc3cccc4cccc(c34)NC2=O)c1 (stereo not drawn)	8%	-2%	-4.3%	6.2%	-7	-2	-0.9%	i	0.1%	25%
CC(Oc1ccc2c3c(c(=O)oc2c1)CCC3)C(=O)NCCN1CCOCC1 (stereo not drawn)	7%	8%	.	-0.1%	.	.	.	.	0.4%	4.2%
CC(=O)N1CCC(O)(c2ccc3c(c2)OCO3)CC1	3%	9%	.	-0.1%	.	.	.	.	-0.6%	0.6%	Dengue-2 NS5 capping pilot replicate=-5.5
Clc1cccc(N/N=C/c2ccncc2)c1	-5%	1%	-0.7%	0.3%	64	76	-3.0%	i	-1.6%	3.5%
CCOc1ncccc1C(=O)N=C1SCCN1C(=O)c1cccnc1OCC	1%	7%	-1.7%	0.3%	6	18	.	i	0.2%	0.1%
CCOC(=O)Nc1ccc(S(=O)(=O)NCc2ccccc2)cc1	-3%	11%	-5.4%	0.5%	16	-11	3.1%	i	-0.6%	14%
CCOc1ccc(N2C(=O)c3cccnc3C2Nc2ccc(C)cc2)cc1 (stereo not drawn)	-12%	11%	-1.3%	1.5%	-10	-3	0.6%	i	-0.6%	-0.1%
COc1ccc(CN(C)C(=O)Cc2ccsc2)c(OC)c1OC	3%	15%	.	0.1%	.	.	.	.	0.6%	3.3%
CCOC(=O)N1CCN(C(=O)/C(=C/c2ccc(Cl)cc2)NC(=O)c2ccccc2)CC1	-1%	3%	-6.8%	-0.1%	-6	5	2.7%	i	-0.2%	-0.2%
CC(C)OC(=O)C1C(=O)CC(C)(O)C(C(=O)OC(C)C)C1c1cccc([N+](=O)[O-])c1 (stereo not drawn)	0%	2%	-5.6%	1.1%	-25	-11	-1.3%	i	-0.3%	0.5%
CCOc1ccc(N(CC(=O)Nc2cccc(OC)c2)S(=O)(=O)c2c(C)noc2C)cc1	-4%	12%	-3.4%	2.4%	7	-11	-1.9%	i	-1.0%	3.2%
CC1CCCN(Cc2nc3c(c(=O)n(C)c(=O)n3C)n2CC(=O)c2ccccc2)C1 (stereo not drawn)	-5%	7%	-4.6%	0.7%	-12	5	-3.0%	i	-0.1%	0.2%
Cc1ccc(S(=O)(=O)NCCCCCC(=O)NC(C)(C)CO)cc1	0%	-2%	-20%	-0.1%	5	-27	0.2%	i	0.0%	1.0%
Cc1ccc(Nc2cc(-c3ccccc3)nc3ncnn23)cc1	-3%	13%	.	0.2%	.	.	.	i	0.5%	-0.9%
CC1=CC(c2ccccc2)n2nc(NC(=O)CCC(=O)O)nc2N1 (stereo not drawn)	-8%	15%	.	0.6%	.	.	.	i	0.5%	1.1%
CCOC(=O)c1ccc(NC(=S)N(CCCN2CCN(C)CC2)Cc2cccs2)cc1	-2%	-8%	-0.9%	0.1%	3	10	-0.1%	i	0.3%	-0.8%
CCN(C(=O)CSc1ncccc1C(=O)Oc1cccc([N+](=O)[O-])c1)c1cccc(C)c1	-7%	28%	-8.1%	-5.6%	8	-20	-0.5%	i	-0.6%	1.6%
O=C1N(c2cccc(Cl)c2)C(c2ccccc2)N2CCCN12 (stereo not drawn)	-4%	15%	-3.8%	-12%	-4	13	1.7%	i	0.0%	1.4%
CNC(=O)CN(c1ccc(F)cc1)S(=O)(=O)c1cc(C)ccc1OC	4%	6%	-3.6%	1.1%	-16	4	0.0%	i	-0.6%	0.1%
COc1ccc2oc(=O)cc(-c3cc4ccccc4o3)c2c1	11%	5%	.	0.1%	.	.	.	.	0.8%	-0.9%
COc1ccc(-n2nc(C(=O)NCC(=O)N3CC(C)CC(C)C3)c3ccccc3c2=O)cc1OC (stereo not drawn)	-3%	2%	.	0.0%	.	.	.	.	0.1%	2.6%
CCN(CC(=O)Nc1c(F)cccc1F)C(=O)c1cc2c(cc1Cl)N1CCCCCC1=NS2(=O)=O	-5%	10%	.	1.2%[50 µM]	.	.	.	.	.	-1.5%
COc1ccc(CC(=O)Nc2cc(C)ccc2O)cc1OC	-2%	15%	.	-0.1%	.	.	.	i	-0.5%	12%

Source: PubChem BioAssay (several laboratories)
